Compound activity from PubChem.
CHOP UPR activ = apoptotic UPR (CHOP) activation | hit rate 0.34% among 330,000 | activation, % at 10 µM | AID 449763 | CHO-CHOP luciferase reporter, luminescence; percent of tunicamycin response over DMSO baseline;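 active means at 10 µM dose, activation of 40% or more, normalized to positive control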;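 further: 100% = tunicamycin at 10 µg/mL and 0% = DMSO alone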
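System: CHO-CHOP luciferase reporter cell line | Buffer or medium: F12 medium containing 10% fetal bovine serum | Doses: One dose, 10 µM in 0.5% DMSO | Times: 6 h compound exposure at 37 °C after overnight seeding | Signal: Luciferase luminescence | Read-out: % activation vs tunicamycin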
Jurkat NFkB inh = inhibitors of the PMA/ionomycin-induced NF-kB reporter in Jurkat cells. inhibition, % at 4 µM. PMA/ionomycin-induced NF-kB luciferase reporter, luminescence. hit rate 0.53% among 330,000; in the data active means inhibition above about 50%
Mdm2 MdmX PPI = inhibitors of human Mdm2/MdmX interaction | O15151+Q00987 | SaOS-2 split-luciferase Mdm2/MdmX complementation, luminescence | inhibition, % at 8 µM | hit rate 3% among 330,000 | AID 485346;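 active means inhibition of at least 50% at 8 µM in the primary screen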
Target sequence (O15151 whole entry, looked up): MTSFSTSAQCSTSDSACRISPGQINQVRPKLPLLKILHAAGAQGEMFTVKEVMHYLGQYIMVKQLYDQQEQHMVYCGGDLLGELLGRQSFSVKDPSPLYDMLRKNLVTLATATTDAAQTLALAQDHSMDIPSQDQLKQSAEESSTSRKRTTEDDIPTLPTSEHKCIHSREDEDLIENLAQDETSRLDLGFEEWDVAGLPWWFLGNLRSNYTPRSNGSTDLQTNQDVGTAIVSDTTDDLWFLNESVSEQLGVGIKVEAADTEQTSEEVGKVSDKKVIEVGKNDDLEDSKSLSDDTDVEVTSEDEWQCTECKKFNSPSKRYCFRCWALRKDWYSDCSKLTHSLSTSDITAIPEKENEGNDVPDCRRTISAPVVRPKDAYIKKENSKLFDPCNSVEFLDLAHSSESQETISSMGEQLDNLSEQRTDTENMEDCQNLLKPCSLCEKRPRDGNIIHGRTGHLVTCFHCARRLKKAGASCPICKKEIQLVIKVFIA
Target sequence (Q00987 whole entry, looked up): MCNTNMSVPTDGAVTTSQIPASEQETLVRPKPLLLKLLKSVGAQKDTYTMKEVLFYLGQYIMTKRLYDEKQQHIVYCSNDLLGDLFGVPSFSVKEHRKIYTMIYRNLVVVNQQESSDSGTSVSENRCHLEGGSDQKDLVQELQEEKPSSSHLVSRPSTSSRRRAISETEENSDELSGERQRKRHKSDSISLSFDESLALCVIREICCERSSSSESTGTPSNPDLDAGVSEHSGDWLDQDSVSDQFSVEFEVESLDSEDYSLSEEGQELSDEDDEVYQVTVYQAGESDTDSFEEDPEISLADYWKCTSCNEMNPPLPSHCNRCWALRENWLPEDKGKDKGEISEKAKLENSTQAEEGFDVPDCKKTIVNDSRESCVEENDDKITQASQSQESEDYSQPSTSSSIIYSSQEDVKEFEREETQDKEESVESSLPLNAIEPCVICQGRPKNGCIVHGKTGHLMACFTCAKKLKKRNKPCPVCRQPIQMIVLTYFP
XBP1 UPR activ = activators of adaptive arm of unfolded protein response (XBP1). CHO-XBP1 luciferase reporter, IRE1-XBP1 UPR activation, luminescence; percent of tunicamycin response, DMSO as zero. activation, % at 20 µM. hit rate 0.33% among 330,000. AID 463104;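 active means versus positive control, 20 µM dose yields 30% or more activation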;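 further: 100% = tunicamycin at 10 µg/mL and 0% = DMSO only wells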
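incubation = overnight seeding at 37 °C, 6 h compound treatment at 37 °C | assay system = CHO-XBP1 cells stably carrying IRE1-XBP1-driven luciferase reporter | input = 1000 cells per well | detection = luciferase luminescence | dosing = single point, 20 µM final compound, 1% DMSO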
tim10-1 inh = inhibits growth of tim10-1 mutant yeast; S. cerevisiae tim10-1 ts strain growth, BacTiter-Glo, 24 h; inhibition, % at 20 µM; hit rate 2.2% among 330,000;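 active means inhibition of at least 40%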;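 further: mutant grown at 25 °C; 0% = DMSO wells with yeast and 100% = wells holding no yeast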
TIM10 inh = growth inhibitors of TIM10 yeast strain; S. cerevisiae TIM10 strain growth, BacTiter-Glo luminescence, 24 h; inhibition, % at 10 µM; hit rate 1.4% among 330,000;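 active means inhibition of 40% or more at the single tested concentration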;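 further: wild-type TIM10 isogenic control strain grown at permissive 25 °C; 0% = DMSO yeast wells and 100% = minimal medium wells without yeast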
697 NFkB inh = inhibitors of the PMA/ionomycin-induced NF-kB reporter in 697 B cells; 697 B-cell NF-kB luciferase reporter, 16 h; inhibition, % at 4 µM; hit rate 0.33% among 330,000; in the data active means inhibition above about 35%
tim23-1 inh = growth inhibitors of tim23-1 mutant yeast; inhibition, % at 20 µM; hit rate 1.3% among 330,000; AID 463212; S. cerevisiae tim23-1 growth, BacTiter-Glo luminescence, 24 h;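 active means growth inhibition of the mutant yeast at or above 50%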;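 further: temperature-sensitive mutant grown at 25 °C; plate controls were DMSO-treated mutant yeast for no effect and medium wells lacking yeast for full effect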
An asterisk follows results filed as active.

#1 CCCCc1cc(=O)oc2c(C)c(OCC(=O)N3CCC(C(=O)O)(c4ccccc4)CC3)ccc12
#2 O=[N+]([O-])c1ccc(-c2ccc(S(=O)(=O)N3CCOCC3)cc2)cc1
#3 CC1=C([N+](=O)[O-])C(c2ccc(O)c(O)c2)NC(=O)N1 (centres undefined)
#4 O=C(c1cc2c([nH]c1=O)CCCC2)N1CCc2c([nH]c3ccccc23)C1c1ccccc1F (centres undefined)
#5 Cc1cc(C)n(C(=O)C(C)n2nc([N+](=O)[O-])c(Br)c2C)n1 (centres undefined)
#6 CC(=O)N1N=C(c2ccccc2)CC1c1ccccc1 (centres undefined)
#7 O=C(O)CCN=C1CCc2ccccc2N1
#8 Cc1cc(NC(=O)CSc2nc(-c3cccs3)nc3ccccc23)no1
Assay by compound	1	2	3	4	5	6	7	8
Jurkat NFkB inh	-8.5	-20.5	-16.5	2.3	12.8	15.1	-4.5	49.6
697 NFkB inh	-14.4	-44.8	-22.3	4.6	7.7	2.3	4.0	-32.9
XBP1 UPR activ	-1.6	-2.4	-1.5	-1.7	-2.0	-3.8	0.3	21.1
tim23-1 inh	16.4	-6.8	7.2	22.6	8.4	22.6	-3.4	-3.4
Mdm2 MdmX PPI	-13.5	10.9	-28.0	7.2	-16.8	35.2	20.4	44.7
tim10-1 inh	19.1	1.0	14.7	8.8	10.5	19.3	-4.8	11.5
TIM10 inh	3.1	-1.3	-10.2	14.4	7.8	3.0	0.3	4.7
CHOP UPR activ	0.3	-1.0	-0.4	-1.5	0.1	3.1	1.6	-1.3

#9 C=CCn1c(O)c2ccc(C(=O)N=NC(=O)COc3ccccc3F)cc2c1O
#10 CCOC(=O)C1(Cc2ccccc2)CCCN(CCO)C1 (centres undefined)
#11 CC(C)c1ccc(NC(=O)NCc2ccc(F)cc2)cc1
#12 Fc1cccc(-n2c(-c3cccs3)nc3nc4ccccc4nc32)c1
#13 COc1ccc(Cn2cnc3sccc3c2=O)cc1
#14 O=S(=O)(c1ccc(F)cc1)N1CCC(c2nc3ccccc3[nH]2)CC1
#15 CC(NC(=O)Cc1ccccc1)c1cc2c(cc1Br)OCCCO2 (centres undefined)
#16 CCc1ccc(Nc2nnc(SCC(=O)Nc3cccc(S(=O)(=O)NC4=NCCCCC4)c3)s2)cc1
Assay by compound	9	10	11	12	13	14	15	16
Jurkat NFkB inh	-2.8	5.7	-19.9	5.3	1.3	8.8	4.3	-60.3
697 NFkB inh	8.5	-7.3	-3.6	-8.9	-1.1	8.3	23.0	-64.5
XBP1 UPR activ	-2.5	3.9	2.1	-1.1	-1.2	-8.0	-1.6	1.5
tim23-1 inh	5.7	-4.9	25.8	-1.7	16.0	9.9	17.0	14.5
Mdm2 MdmX PPI	-0.9	8.8	3.6	22.1	4.8	14.4	29.7	-38.0
tim10-1 inh	8.9	-8.0	13.3	25.6	10.1	13.2	27.5	26.9
TIM10 inh	-0.8	-8.2	24.8	-9.0	2.4	-5.4	1.0	5.8
CHOP UPR activ	-1.6	0.2	1.3	-0.8	-2.1	-1.8	-1.1	1.5

#17 COc1ccc(/C=N/NC(=O)Cn2cnc3ccccc3c2=O)cc1
#18 C=CCSc1nc2sc3c(c2c(=O)n1CC)CCc1ccccc1-3
#19 COc1ccccc1C1N(c2ccc(F)cc2)C(=O)C2CCCN21 (centres undefined)
#20 COc1ccc(C2=NC(C)(C)Cc3cc(OC)c(OC)cc32)cc1
#21 O=C(COC(=O)c1cccnc1Cl)Nc1cccc(S(=O)(=O)N2CCCCC2)c1
#22 Cc1ccc(NC(=O)C2CCN(c3ncnc4sc(C)c(C)c34)CC2)cc1S(=O)(=O)N(C)C
#23 Cn1nccc1/C=N\NC(=O)c1ccc(Cl)cc1
#24 CC(C)(C)NC(=O)NC(=O)CSc1ncccn1
Assay by compound	17	18	19	20	21	22	23	24
Jurkat NFkB inh	-8.1	-8.4	-0.3	-13.9	-28.6	0.5	-8.5	-8.1
697 NFkB inh	3.2	-7.7	10.5	-12.7	-13.5	-40.1	16.8	-11.1
XBP1 UPR activ	-1.9	0.0	0.2	11.2	-2.3	-2.0	-2.0	-6.0
tim23-1 inh	-2.9	21.5	7.5	3.7	24.2	-6.7	-5.3	0.5
Mdm2 MdmX PPI	8.1	5.7	-14.0	23.3	-4.3	45.4	15.2	18.2
tim10-1 inh	6.0	9.9	3.4	7.4	25.0	-10.9	-9.9	-1.9
TIM10 inh	2.0	12.2	2.5	-5.4	10.3	7.5	-2.3	-4.1
CHOP UPR activ	-2.7	3.3	0.6	-4.2	-2.6	-0.6	-2.0	0.4

#25 COc1ccc(NC(=O)C2CCC(C(C)(C)C)CC2)cc1S(=O)(=O)N1CCCCC1 (centres undefined)
#26 CN(CC(=O)Nc1ccc(F)cc1)C(=O)COc1ccccc1Cc1ccccc1
#27 COc1ccc(-n2nc(C(=O)NCC(=O)N3CCCCC3)c3ccccc3c2=O)c(OC)c1
#28 Cc1cc(C(=O)N/N=C/c2ccc(-c3cccc(Cl)c3)o2)n[nH]1
#29 Cc1ccc(OCC(=O)Nc2ccc(C(N)=O)cc2)cc1
#30 Cc1ccc(C)c(NC(=S)NNC(=O)c2cc3c(s2)CCC(C)C3)c1 (centres undefined)
#31 CCN1CCSc2ccc(C(=O)NCc3cccc(Br)c3)cc21
#32 COc1ccc(C(=O)NCC(C)NC(=O)c2ccc(OC)c(OC)c2)cc1OC (centres undefined)
Assay by compound	25	26	27	28	29	30	31	32
Jurkat NFkB inh	4.0	12.1	-29.8	-22.5	2.7	-17.4	-16.5	-2.4
697 NFkB inh	-5.2	14.5	-36.6	3.9	18.1	15.9	-16.3	-0.7
XBP1 UPR activ	-1.4	0.0	-1.3	13.0	-1.8	-1.4	0.1	-2.8
tim23-1 inh	5.2	17.4	13.2	-4.1	8.5	32.8	46.3	10.1
Mdm2 MdmX PPI	30.1	26.2	-16.7	22.7	5.9	26.9	3.3	-1.8
tim10-1 inh	-16.0	23.3	8.6	-26.1	4.3	44.1*	41.3*	-12.4
TIM10 inh	-0.5	6.7	1.2	-18.9	20.3	22.3	11.0	-19.1
CHOP UPR activ	-0.3	1.1	1.7	3.5	1.4	-3.1	-1.0	0.7

#33 CC(=O)c1ccc(-c2ccc([C@H]3[C@@H]4C=CCC[C@@]4(C)C(=O)N3Cc3ccccc3)c(F)c2)cc1
#34 COc1ccc(C(C)(C)C)cc1NC(=O)C1C2C=CC(C2)C1C(=O)O (centres undefined)
#35 CCN(CC(=O)Nc1ccc(NC(C)=O)cc1)C(=O)CCCOc1ccc(C(C)(C)C)cc1
#36 O=C1C(=O)N(Cc2cccnc2)C(c2cccc([N+](=O)[O-])c2)/C1=C(\O)c1ccc2c(c1)OCCO2 (centres undefined)
#37 CCOC(=O)C1CCCN(C(=O)CCc2nc3sc4c(c3c(=O)[nH]2)CCCC4)C1 (centres undefined)
#38 CC(C(=O)N1CCN(Cc2ccccc2)CC1)n1ncn2cccc2c1=O (centres undefined)
#39 Cc1ccc(S(=O)(=O)N(C)c2ccccc2C(=O)Nc2c(F)cccc2F)cc1
#40 O=[N+]([O-])c1cc([N+](=O)[O-])c(N2CCCCCC2)cc1NCCO
Assay by compound	33	34	35	36	37	38	39	40
Jurkat NFkB inh	4.1	7.9	18.7	1.0	-2.7	4.9	3.3	-3.2
697 NFkB inh	14.1	20.1	-8.8	16.6	17.8	8.2	-2.9	8.5
XBP1 UPR activ	1.9	1.0	-2.6	-1.3	2.8	-3.9	0.3	3.4
tim23-1 inh	8.8	23.4	13.0	9.8	-8.6	1.1	23.9	16.3
Mdm2 MdmX PPI	54.4*	-1.9	15.5	23.3	10.5	-21.7	-1.5	-8.7
tim10-1 inh	21.9	15.8	19.4	13.7	-1.6	-9.0	8.3	9.2
TIM10 inh	10.4	-2.3	12.6	-15.0	-1.2	-16.6	-29.6	22.7
CHOP UPR activ	1.1	0.4	1.2	2.2	-0.7	0.7	-1.5	1.5

Copied from the list:
In XBP1 UPR activ, O=[N+]([O-])c1cc([N+](=O)[O-])c(N2CCCCCC2)cc1NCCO is listed with 3.4
In TIM10 inh, CC(=O)c1ccc(-c2ccc([C@H]3[C@@H]4C=CCC[C@@]4(C)C(=O)N3Cc3ccccc3)c(F)c2)cc1 is listed with 10.4

New compounds follow.
#41 O=C(NCC(=O)N1CCCC1)c1ccc(Cl)cc1
#42 CCOC(=O)COc1ccsc1C(=O)OC
#43 CC(=O)c1ccc(-n2c(CCC(=O)O)ccc2-c2ccc(Br)cc2)cc1
#44 COc1ccc(CN(C)C(=O)CNC(=O)Cc2cccc3ccccc23)c(OC)c1OC
#45 COc1ccc(OCCCC(=O)NCCc2ccc(OC)c(OC)c2)cc1
#46 Cc1cc(=O)[nH]c(SCc2csc(-c3ccccc3)n2)n1
#47 Cc1cc(C)cc(C(=O)NC2C(=O)N3C(C(=O)O)=C(CSc4nnc(C)s4)CSC23)c1 (centres undefined)
Assay by compound	41	42	43	44	45	46	47
Jurkat NFkB inh	-13.3	16.5	8.0	10.4	-1.1	-5.9	-3.6
697 NFkB inh	-7.3	11.8	-6.3	-8.1	-19.6	-14.1	7.9
XBP1 UPR activ	-3.2	-1.8	-2.5	-2.2	2.9	-0.9	-3.3
tim23-1 inh	-2.8	9.6	14.3	7.4	0.2	9.9	10.2
Mdm2 MdmX PPI	2.5	13.4	14.7	17.4	7.3	2.0	9.6
tim10-1 inh	-21.3	4.4	31.1	-4.8	8.4	4.1	5.5
TIM10 inh	-12.1	-2.6	17.1	-10.8	11.8	-0.9	-5.5
CHOP UPR activ	4.2	-0.3	0.9	-1.2	0.0	1.7	0.0

Structural class, the compounds so far with fluorine (9)
#4 O=C(c1cc2c([nH]c1=O)CCCC2)N1CCc2c([nH]c3ccccc23)C1c1ccccc1F (centres undefined)
#9 C=CCn1c(O)c2ccc(C(=O)N=NC(=O)COc3ccccc3F)cc2c1O
#11 CC(C)c1ccc(NC(=O)NCc2ccc(F)cc2)cc1
#12 Fc1cccc(-n2c(-c3cccs3)nc3nc4ccccc4nc32)c1
#14 O=S(=O)(c1ccc(F)cc1)N1CCC(c2nc3ccccc3[nH]2)CC1
#19 COc1ccccc1C1N(c2ccc(F)cc2)C(=O)C2CCCN21 (centres undefined)
#26 CN(CC(=O)Nc1ccc(F)cc1)C(=O)COc1ccccc1Cc1ccccc1
#33 CC(=O)c1ccc(-c2ccc([C@H]3[C@@H]4C=CCC[C@@]4(C)C(=O)N3Cc3ccccc3)c(F)c2)cc1
#39 Cc1ccc(S(=O)(=O)N(C)c2ccccc2C(=O)Nc2c(F)cccc2F)cc1
Assay by compound	4	9	11	12	14	19	26	33	39
Jurkat NFkB inh	2.3	-2.8	-19.9	5.3	8.8	-0.3	12.1	4.1	3.3
697 NFkB inh	4.6	8.5	-3.6	-8.9	8.3	10.5	14.5	14.1	-2.9
XBP1 UPR activ	-1.7	-2.5	2.1	-1.1	-8.0	0.2	0.0	1.9	0.3
tim23-1 inh	22.6	5.7	25.8	-1.7	9.9	7.5	17.4	8.8	23.9
Mdm2 MdmX PPI	7.2	-0.9	3.6	22.1	14.4	-14.0	26.2	54.4*	-1.5
tim10-1 inh	8.8	8.9	13.3	25.6	13.2	3.4	23.3	21.9	8.3
TIM10 inh	14.4	-0.8	24.8	-9.0	-5.4	2.5	6.7	10.4	-29.6
CHOP UPR activ	-1.5	-1.6	1.3	-0.8	-1.8	0.6	1.1	1.1	-1.5
